# hcGAS lum: Primary biochemical luminescence assay for human cyclic GMP-AMP synthase inhibitors; inhibition, % at 12.5 µM; AID 1259398, 2018; recombinant h-cGAS, ATP depletion, Kinase-Glo luminescence; 0.081% of 290,000 active;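 further: 0% = vehicle reaction and 100% = reaction without DNA for no activity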
# Target sequence (Q8N884 whole entry, looked up): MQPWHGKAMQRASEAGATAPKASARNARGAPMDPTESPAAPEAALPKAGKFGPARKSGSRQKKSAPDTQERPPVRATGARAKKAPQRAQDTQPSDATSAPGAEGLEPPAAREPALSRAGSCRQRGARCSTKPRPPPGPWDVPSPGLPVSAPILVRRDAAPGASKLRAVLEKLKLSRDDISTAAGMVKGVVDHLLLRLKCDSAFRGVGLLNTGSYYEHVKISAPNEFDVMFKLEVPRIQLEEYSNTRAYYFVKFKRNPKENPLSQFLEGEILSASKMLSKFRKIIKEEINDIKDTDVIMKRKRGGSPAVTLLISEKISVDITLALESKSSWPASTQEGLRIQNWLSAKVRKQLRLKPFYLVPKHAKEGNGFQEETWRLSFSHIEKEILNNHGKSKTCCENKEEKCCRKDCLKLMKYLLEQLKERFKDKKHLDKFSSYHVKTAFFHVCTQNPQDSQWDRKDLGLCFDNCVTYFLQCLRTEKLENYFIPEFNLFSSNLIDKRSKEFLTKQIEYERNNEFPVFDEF
# mcGAS lum: cyclic GMP-AMP synthase inhibitors, mouse, primary biochemical chemiluminescence. inhibition, % at 12.5 µM. 0.15% of 160,000 active. recombinant cGAS, Kinase-Glo ATP depletion luminescence. Q8C6L5;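 further: 0% = negative control wells and 100% = reference inhibitor with no enzyme activity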
# NPYLR7 ag: agonists of mosquito NPYLR7 receptor, primary screen, cell-based, Aedes aegypti, calcium fluorescence, mosquito biting behavior; Aedes aegypti neuropeptide Y-like receptor 7 (NPYLR7); HEK293T NPYLR7/Galpha15, GCaMP6s calcium fluorescence; activation, % at 10 µM; 0.15% of 270,000 active; AID 1259423, 2018; in the data active means activation above about 40%;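 further: 0% = vehicle and 100% = reference agonist at the receptor; some compounds past the cut are filed as inactive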
# * = called active by the depositor; · = not tested or not shown; & = joins results of further samples. Unless noted, no stated cut-off is given here; in the data, active means inhibition above about 40%; inactive means the rest.
SMILES,hcGAS lum,mcGAS lum,NPYLR7 ag
CCC(=O)N1CCN(C(c2ccccc2)C(F)(F)F)CC1 (stereo not drawn),-3,-12,5
CC1(C)C2CCC1(CS(=O)(=O)N1CCOC(c3ccc(F)cc3)C1)C(=O)C2 (stereo not drawn),-9,·,7
COCC(=O)Nc1cccc(-c2ccc(O)cc2)c1,-4,·,3
CC(=O)CCc1ccc(OC(C)C(=O)N2CCCC(N(C)C)C2)cc1 (stereo not drawn),-8,·,4
COC(C(=O)Nc1ccnn1C1CCN(C(=O)c2cc(C)oc2C)CC1)c1ccccc1 (stereo not drawn),-9,·,21
O=C(CCC1CCCN(C(=O)c2n[nH]c3c2CCC3)C1)N1CCN(c2ccccn2)CC1 (stereo not drawn),1,·,0
Cc1ccc(-n2ncc3c(=O)n(NC(=O)Cc4ccc([N+](=O)[O-])cc4)cnc32)cc1C,-8,·,4
COC(=O)c1ccc(NC(=O)CSc2ncnc3sc4c(c23)CCC4)cc1,-2,-4,2
O=C(CSc1nnc(SCC(=O)c2ccc[nH]2)s1)c1ccc[nH]1,-11,·,7
COc1ccc(-c2n[nH]c(C)c2-c2ccccc2)c(O)c1C,8,·,1
COc1ccc(C23CC4CC(CC(C(=O)O)(C4)C2)C3)c(F)c1,-2&-2,·,-27&-2
CCOC(=O)c1c(NC(=O)c2ccc(S(=O)(=O)N(C)C)cc2)sc(C)c1C,-5,-7,-1
CCNC(=O)N1CCC2(CCCCO2)CC1,-12,-5,·
CCOC(=O)CCN1CCN(c2cc(-c3ccccc3)nc3ncnn23)CC1,1,-5,19
O=C1N=C(c2ccccc2)OC1=Cc1ccccc1,-3,·,9

# The last 2 records of the part before come first, to join the parts:
SMILES,hcGAS lum,mcGAS lum,NPYLR7 ag
CCOC(=O)CCN1CCN(c2cc(-c3ccccc3)nc3ncnn23)CC1,1,-5,19
O=C1N=C(c2ccccc2)OC1=Cc1ccccc1,-3,·,9
O=C(C1CCC1)N(Cc1ccccc1Cl)CC1CC(c2cccc(F)c2)=NO1 (stereo not drawn),-5,-3,18
O=C(N=Nc1c(O)[nH]c2ccccc12)C(O)(c1ccccc1)c1ccccc1,-2,-8,4
O=C(NCC1Cc2cccc(F)c2O1)c1ccc(F)cc1 (stereo not drawn),-1,-4,5
CCOc1cc(C=O)c(Br)cc1OC1CCCC1,-4,-8,-1
O=C(O)CN1C(=O)C2CC=CCC2C1=O (stereo not drawn),-5&0,-4,8&2
O=C(Nc1nc(-c2ccccc2)cs1)OCC(F)(F)F,-3,·,4
CCC(C#N)S(=O)(=O)Nc1ccccc1F (stereo not drawn),-5,-16,2
c1ccc(-n2nc(SCc3nc4ccccc4o3)nc2C2CC2)cc1,-5,·,0
CSc1nnc(SCCn2c([N+](=O)[O-])cnc2C)s1,-13,·,4
COc1ccccc1-c1cc(C(=O)N2CCCCC2)n2nc(C(C)(C)C)cc2n1,2,0,-11
CC1CCN(CC(=O)N2N=C(c3ccccc3Cl)CC2c2cccc(F)c2)CC1 (stereo not drawn),-6,-3,17
CCc1nnc(-c2cc3ccccc3n2CC(=O)Nc2ccc(OC)cc2)o1,-5,-9,15
COC(=O)[C@@H]1[C@H](C(=O)N(C)CCc2ccc(OC)c(OC)c2)[C@@H]2C=C[C@H]1C2,-1,-1,-9
CSc1ccc(CNC(C)c2cnc(-c3ccncc3)nc2C)cc1 (stereo not drawn),-7,-11,19
COc1ccc(OC)c(NC(=O)N2CCc3ccccc3C2c2ccccc2Cl)c1 (stereo not drawn),5,2,6

# One compound at a time (already shown). Screens in order: hcGAS lum, mcGAS lum, NPYLR7 ag
# CC(=O)CCc1ccc(OC(C)C(=O)N2CCCC(N(C)C)C2)cc1 (stereo not drawn) is listed as -8, ·, 4
# COc1ccc(C23CC4CC(CC(C(=O)O)(C4)C2)C3)c(F)c1 is listed as -2&-2, ·, -27&-2
# CCC(=O)N1CCN(C(c2ccccc2)C(F)(F)F)CC1 (stereo not drawn) is listed as -3, -12, 5
# CSc1nnc(SCCn2c([N+](=O)[O-])cnc2C)s1 is listed as -13, ·, 4
# CC1CCN(CC(=O)N2N=C(c3ccccc3Cl)CC2c2cccc(F)c2)CC1 (stereo not drawn) is listed as -6, -3, 17

# Further compounds follow.
SMILES,hcGAS lum,mcGAS lum,NPYLR7 ag
COC(=O)C1=C(C)N=c2s/c(=C\c3cccc([N+](=O)[O-])c3)c(=O)n2C1c1cccs1 (stereo not drawn),0,1,-13
CC(C(=O)NCc1cccnc1-n1ccnc1)n1cnc2ccccc21 (stereo not drawn),-4,-13,9
CC(=O)c1ccc(N2C(=O)CC(N3CCN(c4ccccc4Cl)CC3)C2=O)cc1 (stereo not drawn),1,-5,4
COc1cccc(Nc2nc(NCCC(C)C)nc3c2cnn3-c2ccccc2)c1,-7,-7,2
CN(CC(=O)Nc1sc2c(c1C#N)CCC2)Cc1ccsc1,-17,·,4
O=C(CN(C(=O)Nc1ccc(C(F)(F)F)cc1)C1CC1)N1CC(=O)N(c2ccc(Cl)cc2)C1,-1,-3,2
CNC(=O)Cn1cnc2c1c(=O)[nH]c(=O)n2C,-8,·,2
CC1CCCC(NC(=O)c2cncn2-c2cccc(-c3ccccc3C(F)(F)F)c2)C1C (stereo not drawn),-7,-7,3
CN(CCC1CCCCO1)C(=O)c1ccc(CSc2ncn[nH]2)o1 (stereo not drawn),-5,·,2
COc1ccc(-c2ccc(=O)n(CCNC(=O)Nc3ccc(F)c(F)c3)n2)cc1,-5,-8,-5
CC(c1ccccc1)N(Cc1cccc(Cl)c1)Cc1nc(C(=O)NCc2ccccn2)co1 (stereo not drawn),-4,-4,·
CC(C)Cn1c(CN2CCCC2c2ccccn2)cnc1S(C)(=O)=O (stereo not drawn),-3,·,4
Cc1ccc(CN(C)C(=O)c2ccc(=O)[nH]n2)cc1,-4,·,15
Cc1ccc(C(=O)OCc2cccc(S(=O)(=O)N3CCOCC3)c2)cc1O,-6,·,-2
O=C(NC1CCN(C2CC2)C1)c1ccc(Oc2ccc(Br)cc2)c(F)c1 (stereo not drawn),-9,-17,-1

# Copied from the list.
# `CC(c1ccccc1)N(Cc1cccc(Cl)c1)Cc1nc(C(=O)NCc2ccccn2)co1` (stereo not drawn) @ hcGAS lum: -4
# `Cc1ccc(C(=O)OCc2cccc(S(=O)(=O)N3CCOCC3)c2)cc1O` @ NPYLR7 ag: -2
# `O=C(CN(C(=O)Nc1ccc(C(F)(F)F)cc1)C1CC1)N1CC(=O)N(c2ccc(Cl)cc2)C1` @ mcGAS lum: -3
# `COC(=O)C1=C(C)N=c2s/c(=C\c3cccc([N+](=O)[O-])c3)c(=O)n2C1c1cccs1` (stereo not drawn) @ mcGAS lum: 1
# `COc1cccc(Nc2nc(NCCC(C)C)nc3c2cnn3-c2ccccc2)c1` @ NPYLR7 ag: 2

# (continued)
SMILES,hcGAS lum,mcGAS lum,NPYLR7 ag
CC(C)CN1CCN(C(=O)Nc2ccc(C(F)(F)F)cc2)C(C)C1=O (stereo not drawn),-4,-9,1
COc1ccccc1C(C)NC(=O)C(=O)Nc1ccc2c(c1)CCCN2C (stereo not drawn),-8,-13,10
CSCCCNC(=O)c1cncn1-c1ccc(-c2cc(C(F)(F)F)cc(C(F)(F)F)c2)cc1,-1,-3,20
Cc1ccc2cc(CCNC(=O)c3cccc(C(F)(F)F)c3)c(=O)[nH]c2c1,-11,-9,12
O=C(COc1ccc(F)cc1)N1CCCC(Cn2ccnc2)C1 (stereo not drawn),-7,·,2
COc1ccccc1N1CCN(c2nc(Nc3ccccc3)c3nccnc3n2)CC1,2,·,7
Cc1[nH]ncc1S(=O)(=O)N1CCCC1c1cccc(N(C)C)c1 (stereo not drawn),-10,-6,8
CN(C(C1CC1)C1CC1)S(=O)(=O)c1cnn(-c2ccccc2)c1,-8,·,2
O=C(NCCNCCO)c1c(O)c2c([nH]c1=O)CCCC2,-7,·,9
CCNC(=O)N(Cc1cccc(F)c1)CC1CC(c2ccc(Cl)c(Cl)c2)=NO1 (stereo not drawn),-1,0,8
Clc1cccc2c1CCC2NCc1cc(Br)c2c(c1)OCO2 (stereo not drawn),-8,·,10
O=C(CSc1ccc2nnc(-c3ccncc3)n2n1)Nc1ccc(C(F)(F)F)cc1,-10,-6,-3
COc1ccc(C2CCCCCN2CC(=O)N2CCNC2=O)cc1 (stereo not drawn),-10,·,-13
CC(=O)N1CCCC(OCc2cccc(C(F)(F)F)c2)C1 (stereo not drawn),0,·,-2
CCOC(=O)c1nn(-c2ccccc2C)c(=O)cc1OCC(=O)Nc1ccc(C)c(Cl)c1,-4,·,9
O=C(c1cscn1)N1CC[C@@H](c2ccc3ccccc3c2)[C@H](O)C1,-5,·,-1
CCCCc1ccc(-n2c(C)c(C)n3c4c(=O)n(CC(=O)OCC)c(=O)n(C)c4nc23)cc1,-5,-8,9
CC(C)c1c(C(=O)O)cnn1-c1ccc(Cl)cc1,-1,-3,-5
COCc1ccccc1NC(=O)NC(c1ccccc1)c1ccncc1 (stereo not drawn),-8,-14,-7
CC1(C)CC2CC(C)(CN2C(C(=O)N2CCCN(Cc3ccccc3)CC2)c2ccccc2)C1 (stereo not drawn),2,-4,-1
COc1cccc(OC)c1C(=O)N1CCC2(CC1)C(=O)N(CC(=O)NC1CCCCC1)CN2c1ccccc1,-8,-4,-3
Cc1nccn1-c1cc(NCCNC(=O)c2ccc3c(c2)OCO3)ncn1,-7,-10,-18
Cc1c(CN2CCC(CNS(=O)(=O)C3CC3)C2)oc2ccccc12 (stereo not drawn),0,·,-5
CCc1nc(C)nc(N2CCN(C(=O)NC(C)(C)C)CC2)c1Cc1ccccc1F,1,-4,21
CCN(CC)C1CCN(C(=O)c2cc(Cn3ccc4ccccc43)[nH]n2)C1 (stereo not drawn),-8,-13,17
CC(C)/C=C/C(=O)N1CCC(N2CCC(C(=O)NC3CC3)CC2)CC1,-9&-2,·,2
Cc1ccc2nc(SCC(=O)Nc3ccc(OC(F)(F)F)cc3)nc(=O)n2c1,-9,-10,2
O=C(COc1ccccc1)Nc1ccnn1Cc1ccc(Cl)cc1,-5,·,1
O=C(Nc1cccc2cccnc12)c1ccccc1C1CCNC1 (stereo not drawn),0,-14,3
O=C(/C=C/c1ccccc1)N1CCN(c2nccc(-c3ccc(Oc4ccccc4)cc3)n2)CC1,-6,-9,12
CCOC(=O)CCC(=O)Nc1ccc(-c2cccc(-c3cccc(OC)c3)n2)cc1,2,-3,-3
CCOC(=O)c1cc(-c2ccc(F)cc2)n(C2CCN(S(=O)(=O)c3ccc(F)c(F)c3)CC2)n1,-3,-6,21
CCCCN(C)C(=O)C(CC)n1nc(C)n2c(cc3occc32)c1=O (stereo not drawn),2,-2,9
Cc1ccccc1Cn1c(C(=O)N2CCC(Cc3ccccc3)CC2)cc2ccsc21,-4,-4,11
O=S(=O)(c1ccc2c(c1)nc(SCc1cccc(Cl)c1F)n2CC1CCCO1)N1CCOCC1 (stereo not drawn),-4,-3,13
COC(=O)c1c(NC(=O)c2ccccc2)c2cc(NC3CCSCC3)cnc2n1Cc1ccco1,-21,-5,22
COCCN(Cc1cnn(C)c1)c1nc(C)nc2sccc12,-6,·,1
Cc1ccc(CCNC(=O)c2ccc(NC(C)C)nc2)cc1,-4,-6,11
CSc1nc(=O)[nH]c(C)c1C(=O)N1CC=C(c2ccccc2)CC1,5,0,-4
Cc1ccc(Nc2cc(C)nc(N3CCN(C(=O)C(C)C)CC3)n2)cc1,-7,·,6
COc1ccc(C(=O)N(Cc2ccco2)Cc2nc3cc(Cl)ccc3o2)c(OC)c1,-5,-5,-5
CCCc1cc(=O)[nH]c(-n2nc(C)cc2NC(=O)Cc2cccc3ccccc23)n1,-3,-2,-5
O=C(NNc1nc(-c2ccc(Cl)cc2)no1)C1CC1,-5,-11,2
COC(=O)c1c(C)[nH]c(C(=O)N(C)C(C)c2ccccc2)c1C (stereo not drawn),-3&-3,-8,12&8
Cc1c(CNCCc2nc3ccc(F)cc3[nH]2)c2ccccc2n1CC(N)=O,-2,-10,1
COC(=O)c1ccc(COC(CN2CCN(S(=O)(=O)c3ccc(F)cc3F)CC2)c2ccc(Cl)cc2)cc1 (stereo not drawn),-6,-7,·
CC(C)=CCC/C(C)=C/CC/C(C)=C/CC/C(C)=C/CO,-8,·,7
COc1ccccc1N1CCN(C(=O)c2ccc(C(C)(C)C)cc2)CC1,-2,·,0
CC(CC(=O)N1CCC(c2cn(C)c3ccccc23)CC1)CC(C)(C)C (stereo not drawn),-4,-7,31
COC(=O)Nc1cccc(C(=O)NCc2ncoc2-c2ccccc2)c1,-5,·,-2
Cc1cccc(C)c1NC(=O)C(c1ccccc1)N(C(=O)C1CCC(=O)N1)c1ccccc1 (stereo not drawn),-7,·,6
Cc1nc(COC(=O)c2cc(Cl)c3c(c2)OCCO3)n[nH]1,-8,-11,0
Cc1ccc(-n2ncc3c(=O)n(NC(=O)COc4ccc(F)cc4)cnc32)cc1C,-17,·,1
Cc1ccccc1-c1nc(CN(C)C(C)c2cccs2)c(C)o1 (stereo not drawn),-4,-3,-8
Cc1nc2c(C(=O)N3CCCC(c4ccn[nH]4)C3)cccc2[nH]1 (stereo not drawn),-3,·,0
O=C(Nc1ccc(F)c(F)c1)N1CCSC1c1ccccc1OCc1ccccc1 (stereo not drawn),-3,1,-10
Cc1ccc(S(=O)(=O)N(Cc2nccn2Cc2ccc(Cl)cc2Cl)C2CC2)cc1,2,-5,·
CC1(C(=O)O)CCN1C(=O)c1ccc2sccc2c1 (stereo not drawn),-16,·,-4
CC(C)CCNC(=O)N1CCOCC1,-2,-4,·
